RBX1-CUL1 inh: inhibitors of human ROC1-CUL1 ubiquitin ligase activity. P62877+Q13616. in vitro K48 di-Ub FRET, acceptor:donor ratio, 45 min. inhibition, % at 10 µM. 140,000 compounds, 0.6% hits. AID 1347404; in the data active = inhibition above about 25%
Target sequence (P62877 whole entry, looked up): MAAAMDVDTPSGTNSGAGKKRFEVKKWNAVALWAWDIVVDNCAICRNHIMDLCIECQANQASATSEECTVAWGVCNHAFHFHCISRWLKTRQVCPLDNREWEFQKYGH
Target sequence (Q13616 whole entry, looked up): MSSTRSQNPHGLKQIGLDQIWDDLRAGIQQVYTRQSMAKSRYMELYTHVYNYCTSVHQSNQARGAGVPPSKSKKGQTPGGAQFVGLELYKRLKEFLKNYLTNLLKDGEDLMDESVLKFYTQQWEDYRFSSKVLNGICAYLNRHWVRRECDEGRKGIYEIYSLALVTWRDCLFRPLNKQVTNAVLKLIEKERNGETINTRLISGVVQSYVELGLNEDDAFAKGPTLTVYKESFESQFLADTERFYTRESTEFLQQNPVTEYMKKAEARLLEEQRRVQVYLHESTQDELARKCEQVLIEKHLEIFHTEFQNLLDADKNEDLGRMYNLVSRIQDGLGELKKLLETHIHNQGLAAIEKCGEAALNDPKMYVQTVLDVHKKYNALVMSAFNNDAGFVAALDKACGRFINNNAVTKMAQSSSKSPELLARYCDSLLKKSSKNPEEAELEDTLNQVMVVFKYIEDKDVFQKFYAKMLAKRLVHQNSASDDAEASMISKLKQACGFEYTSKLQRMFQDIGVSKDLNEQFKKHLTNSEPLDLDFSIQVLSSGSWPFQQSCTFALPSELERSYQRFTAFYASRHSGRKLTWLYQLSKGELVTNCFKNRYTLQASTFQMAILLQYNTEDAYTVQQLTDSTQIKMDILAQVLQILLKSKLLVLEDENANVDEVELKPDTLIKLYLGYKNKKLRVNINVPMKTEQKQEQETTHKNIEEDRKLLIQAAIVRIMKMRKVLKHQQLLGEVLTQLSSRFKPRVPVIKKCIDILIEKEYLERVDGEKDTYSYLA
An asterisk follows results filed as active. Not all compounds are listed, so the mix of outcomes need not match the whole.

RBX1-CUL1 inh	Molecule
-5	O=C(NC(NNc1ccccc1)(C(F)(F)F)C(F)(F)F)c1ccncc1
9	Cc1cccc(-c2cnc(-c3ccncc3)nc2C2CCN(C(=O)CC3=CCCCC3)CC2)c1
7	COc1ccc(N2C(=O)c3ccccc3C(C=Nn3cnnc3)C2=O)cc1 (configuration not stated)
-1	CCOC(=O)C1(Cc2ccccc2F)CCCN(C(=O)c2c(C)nc3ncccn23)C1 (configuration not stated)
7	CCCC(=O)Nc1ccc(Br)cc1F
-1	C=C(C)Cn1c(SCC(=O)Nc2ccccc2OC)nc2sc3c(c2c1=O)CCC3
11	COCc1noc(Cn2ncc(N3CCc4ccccc4C3)cc2=O)n1
-3	COC(=O)c1ccccc1NC(=O)CCS(=O)(=O)c1nc(-c2ccc3c(c2)OCO3)cc(C(F)(F)F)n1
-2	CCCCCCN1CNC(=S)NC1
-1	COc1ccc(C)cc1NC(=O)CC(O)(C(F)(F)F)C(F)(F)F
2	Cc1ccc(C(=O)COC(=O)C(NC(=O)C23CC4CC(CC(C4)C2)C3)C(C)C)cc1 (configuration not stated)
-6	CCCc1nc(SCc2ccc(Cl)cc2Cl)n[nH]1
-4	CCOC(=O)c1nn2c(C(F)(F)F)cc(-c3ccc(Br)cc3)nc2c1Cl
-2	CCn1nc(C)c(NC(=O)CSc2nc(-c3ccc(OC)c(OC)c3)cc(C(F)(F)F)n2)c1C
8	Cn1c(SCC(=O)N/N=C/c2cc(Cl)ccc2O)nnc1-c1ccc(Cl)cc1
-5	COc1ccccc1C(O)Cc1cc[n+](C)cc1 (configuration not stated)
-1	COc1cc(C(CC(=O)NCc2ccccc2Cl)N2Cc3ccccc3C2=O)cc(OC)c1OC (configuration not stated)
10	Cc1nc(-c2ccncc2)ncc1C(C)NC1CCCC1 (configuration not stated)
-3	CCCCNC(=O)CSc1nnc(C)c2c(C)n(-c3ccccc3)nc12
-14	CCn1nc(C)c2c(-c3ccccc3)cc(=O)n(C(C)C(=O)NCCC(C)C)c21 (configuration not stated)
8	COc1ccc(CNC(=O)c2ccc(CS(=O)(=O)c3ccc(Br)cc3)o2)cc1
-5	CCC(Oc1ccccc1)C(=O)Nc1ccc2oc(-c3ccc(OC)cc3)nc2c1 (configuration not stated)
6	C=CCNC(=S)NNC(=O)c1c(C)nc2cc(C)ccn12
-6	Cc1ccccc1Cc1c(C)nc2nc(SCC(=O)NC(C)c3ccccc3)nn2c1C (configuration not stated)
-4	O=C(CSc1ccccc1)Nc1nc(-c2ccccc2)c(-c2ccccc2)s1
-11	COCCCNc1nc2nonc2nc1N1CCC(N2CCCC2)CC1
16	O=C(NC1=NCCS1)c1cc(-c2ccc3c(c2)OCO3)nc2ccccc12
-4	CCCN(CCC)CCCNC(=O)Cn1ncc2c3ccccc3n(Cc3ccccc3F)c2c1=O
12	Cc1oc2c(c1-c1ccccc1)c(=O)oc1ccccc12
5	CCOc1ccc(-n2c(C)c(C)n3c4c(=O)n(CC)c(=O)n(C)c4nc23)cc1
12	C=C(C)Cn1c(=O)c2c(nc3n2CC(C)=NN3CCC(C)C)n(C)c1=O
0	Cc1sc(-c2c(C#N)c(N)nc3c2CCCCC3)cc1COc1ccc(Cl)cc1
0	O=C(c1ccc(Cl)cc1)N1CCN(Cc2ccc(F)cc2)CC1
4	O=C(CN1CCOCC1)NC1c2ccccc2CSc2ccccc21 (configuration not stated)
-6	Cc1cccc(C(=O)N2CCC(N3CCC(C(=O)NCc4cccnc4)CC3)CC2)c1
0	O=c1[nH]c(Cc2ccccc2)nc2sc3c(c12)CCC3
1	CC1=NC(=S)NC(c2ccc(Br)cc2)C1C(=O)OCC(C)C (configuration not stated)
-9	CCN(C(=O)c1ccc(C)c([N+](=O)[O-])c1)c1ccccc1
-5	O=C(NCc1ccco1)c1scc2c1OCCO2
-2	O=C(CNC(=O)c1ccc(Cl)cc1)OCc1cc(=O)n2ccsc2n1
4	CS(=O)(=O)N1CCc2cc(C(=O)Nc3ccc(S(N)(=O)=O)cc3)ccc21
6	O=C(c1ccccc1OC1CCN(Cc2ccoc2)CC1)N1CCCCC1
-6	COC(=O)c1ccc(C(=O)OC)c(NC(=O)c2ccccc2N(C)S(C)(=O)=O)c1
1	C=CCO[C@H]1[C@H](NC(=O)C2CC2)c2ccccc2C12CCN(C(=O)CCC1CCCCC1)CC2
-5	Cc1c(CN2CCCC(C(=O)Nc3ccc(-c4ccn[nH]4)cc3)C2)cnn1C (configuration not stated)
11	Cn1cc(-c2ccnc(NCCCc3ccccn3)n2)cn1
1	Cc1ccc(C(=O)NC(c2nnc(SCC(=O)Nc3c(C)cc(C)cc3C)n2C)C(C)C)cc1 (configuration not stated)
4	COc1ccc(CCCC(=O)NCC(=O)N/N=C/c2ccc([N+](=O)[O-])o2)cc1
-8	CC(C)Oc1ccc(C(=O)Nc2c(C(=O)Nc3cccc(F)c3)oc3ccccc23)cc1
6	COc1cccc(NC(=O)c2csnn2)c1
18	COc1cc(C2Nc3ccccc3-c3nnc(SCc4ccc(Cl)cc4)nc3O2)ccc1OCC(=O)O (configuration not stated)
0	COc1ccccc1/C=N/N(C(C)=O)c1nc(-c2ccc(F)cc2)cs1
5	CCCCS(=O)(=O)N1CCC(C(=O)N2CCN(c3ccc(F)cc3)CC2)CC1
3	O=C(NC1CCC1)C1CCCN(C2CCN(Cc3ccncc3)CC2)C1 (configuration not stated)
-1	COc1cc(C)c(CNc2ccc(C)cc2Br)cc1C
12	CCc1ccc(C(=O)CC2(O)C(=O)N(CCc3ccccc3)c3ccc(Cl)cc32)cc1 (configuration not stated)
-8	Cc1cc(NCCN(C)C)c2ccccc2n1
6	O=C(NCCCc1cccnc1)c1ccc2oc(-c3cccc(F)c3)nc2c1
3	COc1ccc2c(c1)C1=NC(=S)NC(c3ccc(Br)cc3)C1CC2 (configuration not stated)
9	O=C1NC(=Nc2ccccc2C(=O)O)N=C1Cc1ccccc1

A second format for two compounds above:
molecule | RBX1-CUL1 inh
COc1cc(C2Nc3ccccc3-c3nnc(SCc4ccc(Cl)cc4)nc3O2)ccc1OCC(=O)O (configuration not stated) | 18
COc1ccccc1/C=N/N(C(C)=O)c1nc(-c2ccc(F)cc2)cs1 | 0

(continued)
RBX1-CUL1 inh	Molecule
-1	CCC1CN(Cc2ccc3c(c2)CCO3)Cc2cc(OC)ccc2O1 (configuration not stated)
-6	COc1ccc(C(=O)NCc2ccccc2C)cc1OC1CCN(C(C)C)CC1
8	N#CC1=C(c2ccco2)C(C#N)C(=O)N(C2OCC(O)C(O)C2O)C1=S (configuration not stated)
0	O=C(COc1ccc(Br)cc1Br)Nc1ccc(S(=O)(=O)Nc2ncccn2)cc1
0	CC1(C)CC(N=C2C(=O)c3cccc4cccc2c34)CC(C)(C)N1
7	CC1=NC(=O)NC(c2ccc(Br)cc2)C1C(=O)Nc1cccc(C)c1C (configuration not stated)
-2	Cc1c(N2C(=O)/C(=C\c3ccc(C(C)C)cc3)SC2=S)c(=O)n(-c2ccccc2)n1C
4	COc1cc(C(=O)Nc2nnc(CC(C)(C)C)s2)cc(OC)c1OC
4	COC(=O)C1CCCCN1C(=O)c1c(OC)cc(=O)n2c1CCN(Cc1ccc3c(c1)OCO3)CC2 (configuration not stated)
12	CCOC(=O)c1c(CN2CCOCC2)n(-c2ccccc2)c2ccc(O)cc12
-5	CC(=O)c1cccc(NC(=O)N2CCC(CN3CCCCC3)CC2)c1
-4	Cc1cc(-c2ccnc(-n3ncc(C(=O)N4CCN(C(C)C)CC4)c3C)n2)c(C)s1
4	CCNS(=O)(=O)c1ccc(OCCNS(C)(=O)=O)cc1
8	COc1ccc(NC(c2cccnc2)c2c(C)[nH]c3ccccc23)c(OC)c1 (configuration not stated)
-12	CCC(=O)Nc1cccc(N=c2ssc3c2-c2cc(OC)ccc2NC3(C)C)c1
1	COc1cc(NC(=O)N2CCN(c3ccccn3)CC2)cc(OC)c1
7	Cc1cccc(CS(=O)(=O)N2CCN(c3cccc(Cl)c3)CC2)c1
10	O=C(NC1CCN(Cc2ccccc2)CC1)c1ccc(Cn2c(=O)c3ccccc3n(Cc3ccc(Cl)cc3)c2=O)cc1
-1	COc1ccc(NC(=O)c2ccccc2NC(=O)CCC(=O)O)cc1
8	COc1ccc(C2CC(=O)Nc3cc4c(cc32)OCO4)c(OC)c1OC (configuration not stated)
-2	CC(C)CN(CCCNC(=O)CN1C(=O)COc2ccc(S(=O)(=O)N3CCCCCC3)cc21)CC(C)C
-2	CN1C(=O)c2ccc(Oc3ccccc3)cc2C1=O
0	NS(=O)(=O)c1cnccc1NC1CCCCCCCCCCC1
4	CCCC(=O)Nc1ccc2nc(SCC(=O)Nc3ccc(N4CCOCC4)c(Cl)c3)sc2c1

Looked up above.
Reading of `O=C(NC1CCN(Cc2ccccc2)CC1)c1ccc(Cn2c(=O)c3ccccc3n(Cc3ccc(Cl)cc3)c2=O)cc1` in RBX1-CUL1 inh: 10
Reading of `CCNS(=O)(=O)c1ccc(OCCNS(C)(=O)=O)cc1` in RBX1-CUL1 inh: 4

Sorted by molar mass (descending): part of the list above.
RBX1-CUL1 inh	Molecule
-2	CC(C)CN(CCCNC(=O)CN1C(=O)COc2ccc(S(=O)(=O)N3CCCCCC3)cc21)CC(C)C
4	CCCC(=O)Nc1ccc2nc(SCC(=O)Nc3ccc(N4CCOCC4)c(Cl)c3)sc2c1
8	COc1ccc(C2CC(=O)Nc3cc4c(cc32)OCO4)c(OC)c1OC (configuration not stated)

The main list resumes; the 2 compounds before the break are reprinted first.
RBX1-CUL1 inh	Molecule
0	NS(=O)(=O)c1cnccc1NC1CCCCCCCCCCC1
4	CCCC(=O)Nc1ccc2nc(SCC(=O)Nc3ccc(N4CCOCC4)c(Cl)c3)sc2c1
0	COC(=O)C1C(CS(=O)(=O)c2ccc(C)cc2C)=NC(=O)NC1c1ccc(C)cc1 (configuration not stated)
-11	COc1cc(C2c3c(n[nH]c3-c3ccccc3)OC(=N)C2C#N)cc(OC)c1OC (configuration not stated)
1	O=C(Nc1ccc(N2CCCCC2)c(Cl)c1)c1ccccc1Br
0	CCOc1ccc(CCNC(=O)c2cnc3sc(N(CC)CC)nn3c2=O)cc1OCC
0	Cc1oc(-c2ccccc2F)nc1CS(=O)(=O)CC(=O)NCCc1ccc(Cl)cc1
2	CCN(CC)c1ccc(NC(=O)CN2CCN(c3ccccc3OC)CC2)cc1
-9	O=C1CC(c2ccccc2)C2C(=O)Nc3ncnn3C2=N1 (configuration not stated)
3	CN(C)S(=O)(=O)NC1CC(C)(C)Cc2nc(C(C)(C)C)ncc21 (configuration not stated)
1	O=C1c2cccc3c([N+](=O)[O-])ccc(c23)C(=O)N1c1ccc(Sc2ccc([N+](=O)[O-])cc2)cc1
3	CCCCCn1c(=O)[nH]c2cc(C(=O)N3CCN(c4cccc(C)c4)C(C)C3)ccc2c1=O (configuration not stated)
-6	O=S(=O)(NCc1ccc(F)cc1)c1ccc(N2CCCCS2(=O)=O)cc1
1	COCCCNS(=O)(=O)c1ccc(Br)cc1
-3	Cc1cc(C)c(S(=O)(=O)NCCc2cc3cc(C)c(C)cc3[nH]c2=O)c(C)c1
4	COCC1CCCN(Cc2ccc3c(c2)CN(C(=O)CCn2cnc4ccccc4c2=O)CCO3)C1 (configuration not stated)
-10	Cc1ccc(CNC(=O)CCn2ccc3cc(S(=O)(=O)N4CCCC4)ccc32)cc1
-2	CC(=O)Nc1nc(-c2cc3cc(Br)ccc3oc2=O)cs1
0	Fc1cccc(Cl)c1CSc1nnc(-c2ccccc2Cl)o1
-10	CCn1c(NCc2ccc(OC)cc2)nc2ccccc21
5	Cc1cc(C)nc(-n2nc(C)c3c2N(C)C(=O)CC3c2ccc(Cl)cc2)n1 (configuration not stated)
-2	CC(=O)Nc1sc2c(c1C#N)CCC(C(C)(C)C)C2 (configuration not stated)
-3	Cc1ccc(Cl)cc1NC(=O)Nc1cccc(OCc2cc(=O)n3ccccc3n2)c1
0	COc1cc(CC(=NC(=O)c2ccccc2)C(=O)Nc2ccc(F)cc2)c([N+](=O)[O-])cc1OC
1	CCc1ccccc1NC(=O)CN1C(=O)c2ccccc2Sc2ncccc21
7	O=C(c1cn(CCCc2ccccc2)nn1)N1CC[C@@H](O)C1
0	Cc1[nH]cnc1/C=N/NC(N)=S
12	COc1ccc2c(c1)CCc1sc(NC(=O)C34CC5CC(CC(C5)C3)C4)nc1-2
-8	Cc1cccc(NC(=O)c2cnc3sc(N4CCCC4)nn3c2=O)c1C
-3	CCN(C(=O)Cn1nc(Cc2ccncc2)c2ccccc2c1=O)c1cccc(Cl)c1
-1	N#Cc1ccc(-c2ccc3c(c2)OCO3)nc1SCC(=O)Nc1c(Cl)cccc1Cl
-4	Cc1oc(-c2ccc(Cl)cc2)nc1CS(=O)CC(=O)N1CCN(c2cccc(C(F)(F)F)c2)CC1 (configuration not stated)
1	CC1=NN(c2nc(-c3ccc(Br)cc3)cs2)C(=O)C1N=Nc1ccc(Oc2ccccc2)cc1 (configuration not stated)
3	CC(C)NC(NC(=O)c1ccccc1)C(Cl)(Cl)Cl (configuration not stated)
3	O=C(C1CCOCC1)N1CCc2c([nH]c3ccccc23)C1c1ccc(F)cc1 (configuration not stated)
-10	CCCc1c(C(=O)NC2CCCC2)nnn1-c1ccc(OC)cc1
-14	CCCN(CC1CC1)C(=O)c1cc(NC(=O)COC)c2c(c1)ncn2CCc1ccccc1
-5	Nc1n[nH]c(-c2ccc(Br)cc2)n1
8	CCC(Oc1ccc(C)cc1)C(=O)N1CCCC(C)C1 (configuration not stated)
2	Cc1ccccc1N(C(=O)c1ccc(N)cc1)c1ccc2ccccc2c1
7	CC1=NC(=O)NC(=O)C1S(=O)(=O)N1CCN(c2ccc(C)cc2)C(C)C1 (configuration not stated)
5	N#C/C(=C\c1cccc(OCc2cccc3ccccc23)c1)C(N)=O

From PubChem BioAssay
